LDHA inh: blocks human lactate dehydrogenase A; AID 1347041; purified LDHA, NADH/diaphorase-resazurin fluorescence; hits give low values; 0.15% of 480,000 active; activity change, % (values are at about 110 or 230 µM); P00338; in the data active = activity change below about -30%;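 note: plate controls were DMSO wells for no effect and wells without enzyme for full effect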
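Enzyme activity of human lactate dehydrogenase 5 (2 nM; 0.06 mM NADH, 0.2 mM pyruvate, 5 min, RT) is measured via a resazurin/diaphorase fluorescence readout of residual NADH.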
Numbers without * were called inactive. Some of the compounds tested; rates above refer to the full screens.

Molecule	LDHA inh
COc1ccc(OCC(=O)Nc2ccc3oc(C)nc3c2)cc1	0
O=C(O)c1cccnc1Sc1ccccc1F	-9
Cc1nc(Nc2nc(-c3ccccc3Cl)cc(=O)[nH]2)nc2c(C)cccc12	-3
CCc1cc(C(=O)/C=C/c2cc3c(cc2C)OCCO3)c(O)cc1O	5
CC1=C(C(N)=O)C(c2ccccc2Cl)n2nc(-c3ccc(O)cc3)nc2N1 (stereo not drawn)	8
COc1cccc(CN(C)CC(=O)NC2CCCCCC2)c1OC	-1
CCCCNC(=O)COC(=O)c1c(C)c(CC)nc2ccccc12	4
COC(=O)c1sc(=S)n(-c2ccc(C)cc2)c1N	1
O=C1CCC(C(=O)OCc2ccc(F)cc2)=NN1	-9
CC(C)COc1ccc(/C=C(\C#N)C(=O)Nc2ccccc2C(=O)O)cc1	4
O=C(NCCCOCC1CCCO1)c1cc(=O)c2ccccc2o1 (stereo not drawn)	2
O=CNNC(=S)NCCc1ccccc1	-10
COc1ccc(CNC(=O)CN(C)C(=O)c2ccc3c(c2)nnn3C)cc1	0
C=CCNC(=O)Nc1ccc(NC(=O)CN(CC)CC)cc1	11
Cc1cc(Cl)ccc1NC(=O)Cn1nc(C)c2ccccc2c1=O	1
CCCCCn1c(-n2nc(C)c(C)c2C)nc2c1c(=O)n(CC(=O)OC)c(=O)n2C	-8
COc1cc(/C=C2/NC(=O)NC2=O)ccc1OCC(=O)O	1
O=C(NC1CCN(C(=O)C2CC2)CC1)c1cc2cc(F)ccc2[nH]1	5
CCCCn1nc(C(=O)Nc2ncc(C)s2)c2ccccc2c1=O	6
CCC1c2ccsc2CCN1C(=O)C1CCN(S(=O)(=O)c2ccc(C)c(C)c2)CC1 (stereo not drawn)	0
COc1cc2cc(C(=O)NCC(=O)Nc3ccc4c(c3)OCO4)[nH]c2c(OC)c1OC	-1
Cc1ccc(-c2cnc(CCC(=O)N3CCN(c4ccc([N+](=O)[O-])cc4)CC3)o2)cc1C	-13
COC(=O)C1=C(C)N(c2cccc(C)c2)C(=S)NC1c1ccc(C)s1 (stereo not drawn)	-6
CCOC(=O)C1=C(N)Oc2c(oc(CO)cc2=O)C1c1ccccc1C(F)(F)F (stereo not drawn)	-3
CCC1CC(=O)NC(SC)=C1C#N (stereo not drawn)	3
CC(C)Oc1cccc(-c2csc(N3CCC(C(N)=O)CC3)n2)c1	4
CCCCCCCCN1C(=O)[C@H](CC(=O)NCc2cccc(C(F)(F)F)c2)C[C@@]2(C(=O)OC)CC(C)(C)CC=C12	-1
Cc1[nH]c2ccccc2c1C(=O)COC(=O)c1ccccn1	19
CCOc1ccc(C(=O)CSc2nc3cc(C(=O)NCC(C)C)ccc3c(=O)n2CCOC)cc1	-1
CC(=O)Nc1cc(-c2nc3cc(C(C)C)ccc3o2)ccc1Cl	4

Shown with the structure last: part of the list above.
LDHA inh | structure
-1 | COc1cccc(CN(C)CC(=O)NC2CCCCCC2)c1OC
4 | CCCCNC(=O)COC(=O)c1c(C)c(CC)nc2ccccc12

In the list so far, these contain an NH in an aromatic ring:
Molecule	LDHA inh
Cc1nc(Nc2nc(-c3ccccc3Cl)cc(=O)[nH]2)nc2c(C)cccc12	-3
O=C(NC1CCN(C(=O)C2CC2)CC1)c1cc2cc(F)ccc2[nH]1	5
COc1cc2cc(C(=O)NCC(=O)Nc3ccc4c(c3)OCO4)[nH]c2c(OC)c1OC	-1
Cc1[nH]c2ccccc2c1C(=O)COC(=O)c1ccccn1	19

The results go on.
Molecule	LDHA inh
CC(C)c1ccc(C(=O)NCc2ccc(CN3CCCC3)cc2)cc1	4
COCc1cc(C)n(CC(=O)Nc2cc(C)c(C)cc2Br)c(=O)c1C#N	-1
CCOCCCNC(=O)/C(C#N)=C\c1ccc(NC(C)=O)cc1	0
CCCOC(=O)c1ccc(Oc2coc3cc(OCC=C(C)C)ccc3c2=O)cc1	0
O=C(OC1CC2CC1[C@H]1CCCCN1C2=O)N1CCCCC1 (stereo partly drawn)	-1
O=C(NCCN1CCC(n2c(=O)[nH]c3ccccc32)CC1)c1ccc(F)cc1	0
Clc1cccc(-c2nc(-c3ccncc3)no2)c1	-9
S=C(NCc1ccccc1)NC1CCCC1	0
CC1CCCCN1CC(=O)NCCc1c[nH]c2ccccc12 (stereo not drawn)	12
CCOc1ccc(S(=O)(=O)Nc2ccc(-c3ccc(N4CCC(C)CC4)nn3)cc2)cc1	3
COc1ccc2c(C)c(CC(=O)Nc3ccc(Cn4cncn4)cc3)c(=O)oc2c1OC	-8
COc1cc(C=O)c(OC)cc1Br	34
COc1ccc2nc(-n3ncc4c3NC(=O)CC4c3cc(OC)c(OC)c(OC)c3)sc2c1 (stereo not drawn)	6
COc1ccc(O)cc1CN1CCN(c2ncc(Cc3ccccc3)cn2)CC1	8
Cc1ccc(C(=O)Nc2ccc(-c3nc4ccccc4s3)cc2)c(C)c1	-10
O=C(NCc1cccnc1OCc1ccccc1)Nc1nnc(C2CC2)s1	-4
O=C(Nc1nnc(Cc2ccccc2)s1)C1CCCO1 (stereo not drawn)	14
CCCOc1c(Cl)cc(C2C3=C(CCCC3=O)OC3=C2C(=O)CCC3)cc1OCC	-1
CC(C)N1CCC(NC(=S)NCc2ccc(F)cc2)CC1	7
CCCc1ccc(C(C)NC(=O)C2CC2C)cc1 (stereo not drawn)	2
O=C1CCCN1C1CCN(Cc2ccccc2)S(=O)(=O)N1 (stereo not drawn)	-3
COC(=O)[C@@]1(Cc2ccc(OC)cc2)[C@H]2c3cc(C(=O)N4CCCC4)n(Cc4ccc(OC(F)(F)F)cc4)c3C[C@H]2CN1C(=O)c1ccccc1	4
Cc1ccccc1NC(=O)COC(=O)c1nn(-c2ccccc2)c(=O)c2ccccc12	1
C/C(=N\NC(=S)NCc1ccccc1)C1CC1	5
Cc1ccc2c(c1)C(O)(c1c[nH]c3ccccc13)C(=O)N2 (stereo not drawn)	0
O=C(NCCc1nc2ccccc2n1CCO)C1CCCCC1	1
N#CCC(=O)c1c[nH]c2ccccc12	1
CCCCCCCCN1C(=O)[C@H](CC(=O)NCCCN2CCCC2=O)C[C@@]2(C(=O)OC)CCCCC=C12	3
COc1ccc(OCCN(C)C(=O)c2cccc3c(=O)c(C)c(-c4ccccc4)oc23)cc1	-8
CCOC(=O)c1cc2cc(Br)ccc2oc1=O	1
O=C(c1ccccc1OCc1nc(-c2ccccc2)no1)N1CCN(Cc2ccccc2)CC1	17
Cc1ccccc1-n1cnnc1SCCC(=O)Nc1ccc(S(=O)(=O)N(C)C)cc1	-1
COC(=O)c1ccc(C)c(NC(=O)C2CCCN(S(=O)(=O)Cc3ccc(F)cc3)C2)c1 (stereo not drawn)	4
Cn1c(NCc2ccc3c(c2)OCO3)nc2c1c(=O)n(Cc1ccccc1Cl)c(=O)n2C	2
CC1CCN(Cc2nc(N)c3ccccc3n2)CC1	-1
Cn1c(C(=O)NCCNC(=O)c2ccc(F)cc2)cc2ccccc21	-2
C=C(C)CC(Nc1ccccc1C)c1ccco1 (stereo not drawn)	11
COc1cccc(/C=C(\C#N)c2ccccc2)c1OC(C)C	-1
CCOP(=O)(OCC)c1nc(-c2ccc(C)cc2)oc1NCc1cccnc1	2
COc1cccc(C(=O)Nc2ccc(-c3nc4ccccc4[nH]3)cc2)c1	-5
FC(F)Oc1cccc(-c2ccnc(=S)[nH]2)c1	10
O=C(c1cc2ccccc2oc1=O)N1Cc2ccccc2C(c2ccccc2)C1 (stereo not drawn)	2
C/C(=N/O)c1oc2ccccc2c1C	4
O=C(NCC#Cc1ccccc1)N1CCCCCCC1	0
CN(Cc1ccc(F)cc1)C(=O)NC1CCCC(C(F)(F)F)C1 (stereo not drawn)	-10
S=C(NCCc1ccccc1Cl)Nc1ccc(Cl)c(Cl)c1	-22
Cn1c(CCN2CCCCC2)nc2cc(NC(=O)c3ccccc3)ccc21	-7
O=C(Cn1ccc2c(Cl)cccc21)Nc1ccc(O)cc1	10
Cc1cc(C(=O)Cn2cnc3c2c(=O)n(C)c(=O)n3C)c(C)n1CC1CCCO1 (stereo not drawn)	-6
COc1ccc2cc(C(=O)NCCCN(C)C)[nH]c2c1	-2
Cc1ccc2cccc(NC(=O)C(C)Oc3ccc(Cl)c(C)c3)c2n1 (stereo not drawn)	-5
Cn1nc(-c2ccc(NC3CCCCC3)c([N+](=O)[O-])c2)c2ccccc2c1=O	5
CC(C)(C)NC(=O)C1c2ccccc2OCC(=O)N1Cc1ccccc1 (stereo not drawn)	-1
O=C(O)c1ccc2c(C(C(=O)O)N3CCN(c4ncccn4)CC3)cn(Cc3ccccc3)c2c1 (stereo not drawn)	1
CCCN(Cc1cccs1)C(=O)Nc1cc(OC)c(OC)c(OC)c1	2
CC(=O)Nc1ccc(NC(=O)CC2C(=O)Nc3nc(C)nn32)cc1 (stereo not drawn)	-2
COc1cc(OC)c(OC)cc1/C=C1\Oc2cc(OC(=O)c3ccc(C(C)(C)C)cc3)ccc2C1=O	5
CCOc1ccc(C(=S)N2CCN(CCO)CC2)cc1OC	9
c1cc2c(cc1-c1csc(C3CC3)n1)OCCCO2	11
COc1ccccc1CNc1nc2ccccc2nc1NS(=O)(=O)c1cccc(C)c1	9

Further results follow.
Molecule	LDHA inh
COc1ccc(CN(C)C(=O)NCc2nc(C)cs2)cc1	-5
COc1ccc(C(=O)/C=C/c2cccc(O)c2)cc1	10
COc1cc(C(=O)Nc2ccc3oc(C)nc3c2)ccc1C	4
O=C(Cn1ccc2c(Br)cccc21)Nc1nccs1	10
O=C(Nc1ccc(OCc2ccccc2)cc1)c1ccc[n+]([O-])c1	-3
CSc1cccc(NC(=O)c2n[nH]c(=O)c3ccccc23)c1	-2
O=C(NC1CCCCCCC1)C1(c2ccccc2)CCC1	13
COc1ccc(OC)c(C2CCCN2C(=O)NCCn2ccnc2)c1 (stereo not drawn)	6
CCCCCn1c(COc2ccc(C(C)(C)C)cc2)n[nH]c1=S	4
CC(=O)NC1C(=O)N(CCOc2ccccc2)c2ccc(C)cc21 (stereo not drawn)	-1
COC(=O)[C@]12CCCCC=C1N(CCC1=CCCCC1)C(=O)[C@H](CC(=O)N1CCCC1)C2	-2
CC(C)c1cccc(OCC(=O)N2CCCC2)c1	1
O=c1oc2ccc(Br)cc2cc1S(=O)(=O)N1CCCC1	-18
O=C(Nc1nn[nH]n1)c1cccc(S(=O)(=O)N2CCOCC2)c1	8
CCN(CC)CCNC(=O)NC(=O)c1ccccc1	-8
Cc1cc(=O)c(C(=O)N2CCN(S(=O)(=O)c3ccc4c(c3)CCC4)CC2)nn1-c1ccccc1F	8
CN(Cc1nc2ccsc2c(=O)[nH]1)C(=O)c1cnn(-c2ccccc2)c1	-1
Clc1cccc(Nc2ncnc3onc(-c4cccc(Cl)c4)c23)c1	1
CC(NC(=O)c1ccc(C(C)(C)C)cc1)C(=O)NC(Cc1ccc(O)cc1)C(=O)O (stereo not drawn)	12
CC(Sc1ccc2ccccc2n1)C(=O)Nc1ccc(C(N)=O)cc1 (stereo not drawn)	4
CC(Nc1ccc(S(N)(=O)=O)cc1[N+](=O)[O-])c1ccco1 (stereo not drawn)	4
COCCNc1nc(-c2ccc(N3CCCC3=O)cc2)cs1	-7
COc1cc(NC(=O)C2c3ccccc3Oc3ccccc32)c(OC)cc1Cl	4
Cn1c(=O)[nH]c(=O)c2c1nc(SCCN1CCCCC1)n2CCc1ccccc1	-9
CCOc1cc(C#N)c(NC(=O)c2ccc(OC)c(S(=O)(=O)N(CC)CC)c2)cc1OCC	4
CN1CCN(c2oc(-c3ccc(S(=O)(=O)N4CCCCC4)cc3)nc2C#N)CC1	6
O=C(OC/C=C/c1ccccc1)C1=NN(C2CCS(=O)(=O)C2)C(=O)CC1 (stereo not drawn)	-4
COc1ccc(C(=O)COC(=O)Cc2coc3cc4c(cc23)CCC4)cc1OC	5
CCOC(=O)c1cccc(NC(=O)CCc2nc3c(C)nn(-c4ccc(C)cc4)c3n(CC)c2=O)c1	3
CC(CCc1ccccc1)NC(=S)NC1CC2CCC1C2 (stereo not drawn)	-2

As entered above.
COc1ccc(C(=O)/C=C/c2cccc(O)c2)cc1 in LDHA inh reads 10
COCCNc1nc(-c2ccc(N3CCCC3=O)cc2)cs1 in LDHA inh reads -7
Cn1c(=O)[nH]c(=O)c2c1nc(SCCN1CCCCC1)n2CCc1ccccc1 in LDHA inh reads -9
Clc1cccc(Nc2ncnc3onc(-c4cccc(Cl)c4)c23)c1 in LDHA inh reads 1
O=C(Nc1ccc(OCc2ccccc2)cc1)c1ccc[n+]([O-])c1 in LDHA inh reads -3
COc1ccc(OC)c(C2CCCN2C(=O)NCCn2ccnc2)c1 (stereo not drawn) in LDHA inh reads 6

Next records:
Molecule	LDHA inh
Cc1ccccc1OCC(O)Cn1c(N)nc2c1c(=O)n(C)c(=O)n2C (stereo not drawn)	-37*
N#CC1=C(N)Oc2c(oc(CO)cc2=O)C1c1cccc(C(F)(F)F)c1 (stereo not drawn)	-5
COc1cc(N)c(Cl)cc1C(=O)OCc1ccc(C(C)(C)C)cc1	12
CCOc1ccc(S(=O)(=O)Nc2nc3ccccc3nc2N2CCC(O)CC2)cc1	8
Cc1ccc(NC(=O)C(C#N)=C2CCC(C(C)(C)C)CC2)cc1 (stereo not drawn)	-1
COc1ccc(-c2noc(-c3cccc(OCC(=O)N4CCN(c5ccccc5)CC4)c3)n2)cc1	0
CNC(=O)C(CC(C)C)NC(=O)Cc1nc(-c2cccs2)oc1C (stereo not drawn)	-1
CCCC(C)NC(=O)COC(=O)CCS(=O)(=O)c1ccc(C)cc1 (stereo not drawn)	-31*
Cc1cc(C)c2c(=O)cc(C(=O)Nc3c(C)cccc3C)oc2c1	2
